Screening results as filed in PubChem BioAssay.
rTrxR1 inhibitor = qHTS Assay for Inhibitors of Mammalian Selenoprotein Thioredoxin Reductase 1 (TrxR1): qHTS; Thioredoxin reductase 1, cytoplasmic (Rattus norvegicus), O89049; 390,000 compounds, 1% hits; Potency, µM (highest dose often 114 µM), inactives show at the highest dose activity change, negative = inhibition, usual class: inhibitors; recombinant rTrxR1, NADPH fluorescence consumption, selenite substrate; note: potency is the fitted concentration of half-maximal effect; % is set by controls: 0 for no effect and ±100 for the full control effect; nearly all actives have a fitted effect of over 65% in size
Target sequence (O89049 whole entry, looked up): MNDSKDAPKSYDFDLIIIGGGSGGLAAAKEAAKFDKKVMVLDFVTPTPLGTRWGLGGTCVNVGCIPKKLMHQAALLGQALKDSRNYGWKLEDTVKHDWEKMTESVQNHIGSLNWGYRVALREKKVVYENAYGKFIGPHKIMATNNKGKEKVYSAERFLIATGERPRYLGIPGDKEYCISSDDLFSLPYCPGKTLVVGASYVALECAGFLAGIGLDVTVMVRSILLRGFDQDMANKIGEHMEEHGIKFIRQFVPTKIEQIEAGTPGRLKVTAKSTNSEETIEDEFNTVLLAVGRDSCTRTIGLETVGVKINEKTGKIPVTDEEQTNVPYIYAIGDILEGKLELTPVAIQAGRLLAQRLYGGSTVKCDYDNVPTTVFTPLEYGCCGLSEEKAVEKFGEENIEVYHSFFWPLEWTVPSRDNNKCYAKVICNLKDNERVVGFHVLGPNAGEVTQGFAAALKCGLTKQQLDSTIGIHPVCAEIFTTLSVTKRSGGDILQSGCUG
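Rat TrxR1 (90 nM in the dispensed reagent) was pre-reduced with 400 uM NADPH for 5 min at room temperature, then incubated with compound for 15 min. After 400 uM selenite was added, NADPH fluorescence (Ex 340/Em 450 nm) was followed for 8 min.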
Vif-APOBEC3F blk = qHTS for Inhibitors of Vif-A3F Interactions: qHTS; 390,000 compounds, 0.2% hits; HeLa A3F-eYFP + Vif (tagged APOBEC3F with the HIV-1 protein that degrades it), YFP fluorescence increase; Potency, µM (titrated, usually from 46.1 µM), for inactives: at the highest dose activity, negative = active; note: potency is the fitted concentration of half-maximal effect; % of control where 0% means no effect; nearly all actives have a fitted effect of over 65% in size
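Fluorescence increase (Ex 488/Em 500-530) after overnight compound treatment at 37 deg C flags inhibition of Vif-driven A3F-eYFP loss in stable HeLa A3F-eYFP/Vif cells seeded overnight beforehand.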
RGS4 inh = Inhibitors of Regulator of G Protein Signaling (RGS) 4: qHTS; Transcreener GDP fluorescence polarization, RGS4-accelerated GTP hydrolysis; Potency, µM (top dose mostly 114 µM), without a hit: top-dose activity change, negative = inhibition, actives largely listed as inhibitors; 390,000 compounds, 0.039% hits; AID 504845, 2011; note: potency is the fitted concentration of half-maximal effect; % is set by controls: 0 for no effect and ±100 for the full control effect; nearly all actives have a fitted effect of over 75% in size; some results filed as inactive show a strong effect at the top dose
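MLSMR compounds (23 nl, pin-transferred) preincubated 10 min at room temperature with a 500nM (2x) first reagent, then RGS4 at 900nM (2x) plus Transcreener GDP mix added; fluorescence polarization (620/688 nm) read before and after 90 min at 30 °C.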
Glioma ERSR ind = qHTS for Inducers of the Endoplasmic Reticulum Stress Response (ERSR) in Human Glioma: qHTS. U87-MG GRP78 promoter luciferase reporter, 16 h. Potency, µM, without a hit: at the top dose activation, usual class: activators. 420,000 compounds, 0.02% hits; note: potency is the fitted concentration of half-maximal effect; series mostly up to about 76 µM; % of control where 0% means no effect; nearly all actives have a fitted effect of over 35% in size
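ERSR induction read as luciferase luminescence (Bright-Glo, 10 min at room temperature) in stably transfected human U87-MG glioma cells exposed to compounds for 16 h, using GRP78 as sensor.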
USP1-UAF1 inh = Inhibitors of USP1/UAF1: Primary Screen. Potency, µM (top dose mostly 57.1 µM), inactives show top-dose activity change, negative = inhibition, hits mostly inhibitors. 390,000 compounds, 0.23% hits. Ubiquitin carboxyl-terminal hydrolase 1 (Homo sapiens), O94782. recombinant USP1/UAF1, Ub-Rhodamine cleavage fluorescence. AID 743255, 2014; note: potency is the fitted concentration of half-maximal effect; % is set by controls: 0 for no effect and ±100 for the full control effect; nearly all actives have a fitted effect of over 60% in size; inactives centre near -12
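USP1/UAF1 complex at 1 nM was preincubated with compound for 15 min at room temperature, then Ub-Rho substrate (150nM final) was added. Fluorescence (480/540 nm) was read kinetically, 6 reads every 60 seconds.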
TrxR1 substrate = qHTS Assay for Substrates of Mammalian Selenoprotein Thioredoxin Reductase 1 (TrxR1): qHTS | Thioredoxin reductase 1, cytoplasmic (Rattus norvegicus), O89049 | purified TrxR1 substrate turnover, NADPH consumption readout | Potency, µM (top dose mostly 114 µM), for inactives: at the top dose activity change, negative = substrate turnover | 390,000 compounds, 0.01% hits | AID 588456, 2011; note: potency is the fitted concentration of half-maximal effect; % is set by controls: 0 for no effect and ±100 for the full control effect; nearly all actives have a fitted effect of over 50% in size
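Rat TrxR1, dispensed at 90 nM, was prereduced with 400 uM NADPH (final) for 5 min at ~22 deg C, then incubated with compound 15 min before 400 uM selenite. A first-read NADPH fluorescence drop versus no-compound background flagged substrates.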
LDHA block = qHTS assay for inhibitors of human lactate dehydrogenase. L-lactate dehydrogenase A chain (Homo sapiens), P00338. purified LDHA, NADH/diaphorase-resazurin fluorescence; active compounds read low. activity change, % (values are at about 110 or 230 µM). 480,000 compounds, 0.15% hits. AID 1347041, 2019; in the data active = activity change below about -30%; inconclusive = mostly about -25% to -30%;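 note: plate controls were DMSO wells for no effect and wells without enzyme for full effect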
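Human LDH5 at 2 nM final in Tris HCl pH 7.4 with 0.06 mM NADH and 0.2 mM pyruvate, reacted 5 minutes at room temperature. Remaining NADH coupled via diaphorase/resazurin; resorufin fluorescence read at 0 and 20 minutes, normalized to enzyme-free and DMSO wells.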
mIDH1 inhibitor = qHTS for Inhibitors of mutant isocitrate dehydrogenase 1 (IDH1): qHTS; IDH1-R132H enzyme, NADPH consumption, diaphorase/resazurin fluorescence; Isocitrate dehydrogenase [NADP] cytoplasmic (Homo sapiens), O75874; 390,000 compounds, 0.093% hits; Potency, µM (doses to about 76.6 µM), without a hit: at the highest dose activity change, negative = inhibition, hits mostly inhibitors; note: potency is the fitted concentration of half-maximal effect; % is set by controls: 0 for no effect and ±100 for the full control effect; nearly all actives have a fitted effect of over 65% in size
Target sequence (O75874 whole entry R132H, stated change not applied): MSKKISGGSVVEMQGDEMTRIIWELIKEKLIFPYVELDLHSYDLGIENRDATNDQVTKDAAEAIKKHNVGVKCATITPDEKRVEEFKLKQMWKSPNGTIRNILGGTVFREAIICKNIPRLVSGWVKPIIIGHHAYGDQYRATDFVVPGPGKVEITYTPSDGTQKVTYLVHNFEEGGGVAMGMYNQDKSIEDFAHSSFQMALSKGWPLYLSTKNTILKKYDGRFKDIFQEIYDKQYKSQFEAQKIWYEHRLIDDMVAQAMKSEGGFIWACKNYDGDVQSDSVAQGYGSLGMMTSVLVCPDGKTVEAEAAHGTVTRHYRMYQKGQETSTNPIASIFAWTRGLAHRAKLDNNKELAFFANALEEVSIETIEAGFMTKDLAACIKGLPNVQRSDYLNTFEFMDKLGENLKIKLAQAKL
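IDH1-R132H (0.5 ug/mL) preincubated 30 min with compound, then NADPH (0.016 mM) and alpha-KG (2 mM) added; 80 min at RT, pH 7.5. Remaining NADPH coupled via diaphorase/resazurin to fluorescence (540/590 nm); concentration-response curves normalized to no-enzyme control.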
Vif-A3G inh = qHTS for Inhibitors of Vif-A3G Interactions: qHTS; DNA dC->dU-editing enzyme APOBEC-3G (Homo sapiens), Q9HC16; HeLa A3G-eYFP + Vif (tagged APOBEC3G with the HIV-1 protein that degrades it), YFP fluorescence, overnight; Potency, µM (doses to about 46.1 µM), without a hit: at the top dose activity, negative = active, usual class: inhibitors; 410,000 compounds, 0.076% hits; AID 602310, 2012;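 note: potency is the fitted concentration of half-maximal effect; % is set by controls: 0 for no effect and ±100 for the full control effect; nearly all actives have a fitted effect of over 60% in size; hits raise eYFP signal because A3G escapes Vif-driven loss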
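Read-out is eYFP fluorescence (Ex 488/Em 500-530) from Vif-expressing HeLa A3G-eYFP cells; more signal means A3G escaped Vif-mediated degradation. Cells plated overnight, compound pinned in, incubated overnight at 37 deg C.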
* hit, by the source's call; u = inconclusive; x = no result given; & = joins results of further samples; [ ] = remark or other dose. Unless noted, calls come from the whole dose curve; as a rule, active = well fitted curve in the direction sought with a large enough effect; inconclusive = small, poorly fitted or top-dose-only effect, or another doubt; inactive = no such curve, though single readings can be large; an effect the other way counts as inactive or inconclusive.

SMILES | rTrxR1 inhibitor | Vif-APOBEC3F blk | RGS4 inh | Glioma ERSR ind | USP1-UAF1 inh | TrxR1 substrate | LDHA block | mIDH1 inhibitor | Vif-A3G inh
COc1ccc(CCC(=O)N2c3ccccc3CC2C)cc1 (stereo unspecified) | 8% | -6% | -4% | 3% | -7% | -2% | -3 | 5% | -6%
COc1ccc(NC(=O)CCCn2c(=O)c3sccc3n(Cc3cccc(C)c3)c2=O)cc1 | -8% | 8% | 3% | -8% | -15% | -10% | 0 | 6% | -4%
C=CCOc1ccc(C2NC(=O)NC(C)=C2C(=O)OC)cc1 (stereo unspecified) | 17%[57.1 µM] | 4% | -10% | -3% | -4% | 8%[57.1 µM] | -5 | -1% | -15%
O=C(O)C1CCNCC1 | 16%&12%[57.1 µM] | x | 18%[56.9 µM] | -2% | x | 10%[57.1 µM] | x | x | x
CCCOc1ccc(CSc2ncn[nH]2)cc1 | -11% | 1% | -56%[11.4 µM] | 1% | -16% | 2% | 0 | 4% | 0%
Cc1c(C(=O)N2CCc3ccccc3C2)oc2ccc(Br)cc12 | -5% | -5% | 3% | 3% | -9% | -2% | -3 | 2% | -1%
O=C(N/N=C/c1cccc([N+](=O)[O-])c1)C1CC(=O)N(c2ccc(F)cc2)C1 (stereo unspecified) | -21% | -4% | 30% | -3% | -16% | -13% | -5 | 6% | 1%
Cc1nn(-c2ccc(N3CCCC3)nn2)c(C)c1CCC(=O)Nc1ccccc1 | -1%[57.1 µM] | 5% | -8% | 3% | -4% | -5%[57.1 µM] | -3 | 1% | -3%
CCc1noc(C)c1C(=O)Oc1ccc(N(C)S(=O)(=O)c2ccc(C)c(C)c2)cc1 | 0% | 2% | -25% | -7% | -4% | -11% | 0 | 3% | 0%
COc1ccccc1C(=O)Oc1ccc(C(C)C)cc1 | 21% | 3% | -11% | -1% | -14% | 1% | -4 | 0% | 1%
CC(=O)C1=C(c2ccc(C)cc2)N(C(C)=O)n2c(nnc2-c2ccccc2)S1 | 7%[57.1 µM] | 8% | 2% | -2% | -9% | 1%[57.1 µM] | 0 | -9% | 0%
CCOC(=O)c1ccc(NC2=CC(c3ccc(Br)cc3)N(c3ccc(C(=O)OCC)cc3)C2=O)cc1 (stereo unspecified) | -21% | 1% | 16% | -3% | -14% | 13%[11.4 µM] | -1 | -9% | 2%
CCOc1ccccc1C(=O)N(Cc1ccc(C)o1)C1CCS(=O)(=O)C1 (stereo unspecified) | 8%[57.1 µM] | 1% | -59%[56.9 µM] | 1% | -18% | 5%[57.1 µM] | -2 | 2% | -1%
O=C(Nc1ncc(Cc2cccc(Cl)c2)s1)c1cccs1 | 3%[57.1 µM] | -4% | -17% | 2% | -13% | -5%[57.1 µM] | -3 | 6% | -7%
CC1CCCN(C(=O)c2cc(-c3cccs3)nc3ccccc23)C1 (stereo unspecified) | -15% | -4% | 8% | -3% | -37% | 114%[activator] | -10 | -3% | -5%
O=C(O)C1CCN(C(=O)CSc2nc3ccccc3c(=O)n2-c2ccc(Cl)cc2)CC1 | 15% | 0% | 4% | 8% | -20% | 3% | -6 | -1% | 2%
CCC1(C(=O)OC)NC(c2ccco2)C2C(=O)N(c3ccc(F)cc3)C(=O)C21 (stereo unspecified) | u | 1% | 12% | -2% | -20% | -1% | -6 | -16% | 0%
S=c1sc2c(N3CCN(Cc4ccccc4)CC3)ncnc2n1-c1ccccc1 | -76% | 6% | -29% | -5% | -16% | -3% | 1 | 5% | -3%
COc1cccc(/C=N\NC(=O)c2cc(OCC(F)(F)F)ccc2OCC(F)(F)F)c1 | 12%[57.1 µM] | 6% | 15% | -1% | -7% | 7%[57.1 µM] | -3 | 3% | -1%
Cc1oc(CSCC2CCCO2)cc1C(=O)O (stereo unspecified) | -12% | -1% | -15% | 1% | -20% | -6%[57.1 µM] | 0 | 7% | -2%
COc1ccc(Oc2nc3c(C)cccn3c(=O)c2/C=C(\C#N)c2nc3ccccc3[nH]2)cc1 | 10% | x | -14% | x | 60%[activator] | -1% | 1 | x | x
O=C(NCc1ccc(F)cc1)C1CCN(C(=O)NCc2ccccc2)CC1 | 3% | 0% | -14% | -2% | -22% | 4% | -7 | 6% | 1%
O=C(Nc1cccc(S(=O)(=O)NC2=NCCCCC2)c1)c1cc(-c2ccc(Cl)cc2)nc2ccccc12 | 18% | 9% | -8% | -3% | -14% | 8%[57.1 µM] | -13 | 4% | -7%
Cc1ccc(S(=O)(=O)CC(=O)NCc2ccccc2)cc1 | 15% | -8% | -17% | -6% | -19% | 2% | -2 | -11% | 2%
COc1ccc(N2CCN(C(=O)[C@H](C)N3C(=O)C4CC=CCC4C3=O)CC2)cc1 (stereo partly specified) | -11%[2.29 µM] | -7% | 10% | -4% | -6% | -5%[2.29 µM] | -1 | -1% | -1%
O=C(CCS(=O)(=O)Cc1ccccc1)N1CCN(c2ccccc2)CC1 | 21% | -20% | 17% | -5% | 5% | 4%[57.1 µM] | -1 | 0% | 1%
Cc1ccnc(SCc2cc(=O)c(OC(=O)c3ccc(Br)o3)co2)n1 | u | -23% | -36% | -5% | 1% | -4% | 1 | -7% | -5%
COc1ccc(/C=C/C(=O)OC(C)CN2CCOCC2)cc1 (stereo unspecified) | 20% | 8% | 18% | -3% | -2% | -5% | -7 | 10% | -2%
Cc1c(C(=O)NCc2ccccc2)oc2c1C(=O)CCC2 | 3% | 4% | 27% | 1% | -19% | -1% | 2 | 1% | 0%
Cc1ccc(/C=N/NC(=O)c2cc(-c3ccc(C)o3)[nH]n2)cc1 | -4% | -3% | -22% | -7% | -8% | 0% | -4 | -1% | u

Taken from above:
Under RGS4 inh, COc1ccc(/C=C/C(=O)OC(C)CN2CCOCC2)cc1 (stereo unspecified) is entered as 18%
Under RGS4 inh, COc1ccc(N2CCN(C(=O)[C@H](C)N3C(=O)C4CC=CCC4C3=O)CC2)cc1 (stereo partly specified) is entered as 10%

Carrying on:
SMILES | rTrxR1 inhibitor | Vif-APOBEC3F blk | RGS4 inh | Glioma ERSR ind | USP1-UAF1 inh | TrxR1 substrate | LDHA block | mIDH1 inhibitor | Vif-A3G inh
NC(=O)Cc1nc(-c2ccc(F)cc2)cs1 | 31% | 0% | -14% | -1% | -22% | 1% | -1 | 13% | 2%
CCOC(=O)c1cccc(NC(=O)C2CCN(S(=O)(=O)c3ccc4c(c3)oc(=O)n4C)CC2)c1 | 0% | 1% | -15% | -4% | -20% | -11% | 4 | -1% | 3%
Cc1ccccc1Cc1c(C)nc2nc(SCC(=O)NC(C)c3ccccc3)nn2c1C (stereo unspecified) | 9% | -1% | -20% | -2% | -5% | -2% | 1 | 12% | -4%
Cn1c(N)c(N=O)c(=O)n(C)c1=S | 6%[2.29 µM] | -1% | 8% | -2% | 9% | 0%[2.29 µM] | -2 | 6% | -3%
CCC(C)(C)NC(=O)C(c1ccc(OC)cc1)N(C(=O)CCC(=O)Nc1cc(C)on1)c1cc(OC)ccc1OC (stereo unspecified) | 3%[57.1 µM] | 2% | -1% | 1% | -11% | 0%[57.1 µM] | -2 | -7% | -4%
CSCC(C)N1CCC(CO)(CCCc2ccccc2)CC1 (stereo unspecified) | 5%[57.1 µM] | 2% | 9% | -4% | 3% | 1% | -3 | 5% | -1%
COc1cc(NC(=O)Cn2cnc(C(=O)Nc3ccc(C)c(C)c3)n2)cc(OC)c1OC | 17% | 7% | -29% | 2% | -30% | 13% | -9 | -5% | -8%
Cc1cc(NC(=O)c2ccc(NC(=O)C(C)Oc3ccccc3)cc2)no1 (stereo unspecified) | 12% | -6% | -10% | 4% | u | -6% | -1 | 5% | 0%
CCOc1ccccc1NC(=O)c1cc2ccccc2o1 | x | 0% | x | -3% | -23% | x | -1 | 7% | -5%
COc1ccc(NC(=O)C2CCN(S(C)(=O)=O)CC2)c(OC)c1 | 14% | -7% | -10% | -4% | -21% | 4% | -8 | 0% | -2%
CCOC(=O)c1cn(-c2ccc(F)c(F)c2F)c2c(F)c(F)c(F)cc2c1=O | -1% | -1% | -30% | -3% | -8% | 4% | 3 | 2% | 1%
CCOC(=O)c1c(C)[nH]c(C(=O)OCC(=O)NC(C)(C)C)c1C | -9%[57.1 µM] | -3% | 19% | 6% | -17% | -6%[57.1 µM] | 0 | -1% | -1%
CCOc1ccc(S(=O)(=O)N(CC)CC(=O)N2CCCC2)cc1 | 34%[2.29 µM] | -4% | 7% | -2% | -10% | -5% | -1 | 17% | -2%

This is a subset; the hit share may differ from the screen's.
